Screening data from PubChem.
Arr AP2 block: inhibitors of human beta-arrestin and AP2 interaction; FITC-arrestin peptide / GST-AP2 beads, flow cytometry; AP2 beta2 appendage carries R879A mutation; 0.31% of 340,000 active; AID 504490; inhibition, % at 10 µM;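 active means inhibition above a set limit, near 3 SD of compounds lacking own fluorescence, cut at about 54% in these data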;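 further: plate controls were DMSO wells for no effect and 5 µM unlabelled arrestin peptide for full effect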
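Assay system: GST-AP2 R879A bound to glutathione beads, E. coli-expressed; Medium: PBS with 0.05% Tween 20 and 0.1% BSA; Also added: fluorescein-tagged arrestin peptide at 50 nM final; Timing: 12 min plus 1 h, RT; Measured by: flow cytometry, FL1 (488/535 nm); Evaluation: percent drop in bead-associated FITC signal.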
HTR5A ag: HTR5A agonism, opioid heterodimer counter-screen; HTR5A agonist assay, luminescence, cell-based; activation, % at 9.3 µM; 0.61% of 340,000 active; AID 504692; in the data active means activation mostly above about 9.5%, no sharp cut-off; inactive means mostly below about 7.6%;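 further: 0% = cells with vehicle only and 100% = reference agonist; strong numbers were not always called active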
Target sequence (P47898 whole entry, looked up): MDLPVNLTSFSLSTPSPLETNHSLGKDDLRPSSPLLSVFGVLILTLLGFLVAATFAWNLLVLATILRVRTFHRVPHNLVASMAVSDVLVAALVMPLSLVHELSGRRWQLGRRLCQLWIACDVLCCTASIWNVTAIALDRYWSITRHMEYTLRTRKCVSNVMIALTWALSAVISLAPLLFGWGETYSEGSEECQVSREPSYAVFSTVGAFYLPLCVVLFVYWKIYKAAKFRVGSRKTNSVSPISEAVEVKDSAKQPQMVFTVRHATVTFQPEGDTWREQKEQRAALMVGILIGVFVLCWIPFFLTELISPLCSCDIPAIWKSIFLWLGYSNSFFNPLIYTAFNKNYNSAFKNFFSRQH
PKA-R2B activ: PKA-R2B complex activation; 0.079% of 340,000 active; PKA-R2B holoenzyme dissociation, Cy5-IP20 fluorescence polarization; R2B truncated from residue 108, S112A mutant; 0% DMSO only, 100% 113 µM cGMP; P22694+P31323; activation, % at 11.4 µM;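 active means activation above a cutoff set at the mean over all compounds plus 3 SD, cut at about 18% in these data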;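 further: higher means more holoenzyme dissociation and a rise in polarization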
Target sequence (P31323 whole entry, looked up, other chains not shown, the tested form may be a part): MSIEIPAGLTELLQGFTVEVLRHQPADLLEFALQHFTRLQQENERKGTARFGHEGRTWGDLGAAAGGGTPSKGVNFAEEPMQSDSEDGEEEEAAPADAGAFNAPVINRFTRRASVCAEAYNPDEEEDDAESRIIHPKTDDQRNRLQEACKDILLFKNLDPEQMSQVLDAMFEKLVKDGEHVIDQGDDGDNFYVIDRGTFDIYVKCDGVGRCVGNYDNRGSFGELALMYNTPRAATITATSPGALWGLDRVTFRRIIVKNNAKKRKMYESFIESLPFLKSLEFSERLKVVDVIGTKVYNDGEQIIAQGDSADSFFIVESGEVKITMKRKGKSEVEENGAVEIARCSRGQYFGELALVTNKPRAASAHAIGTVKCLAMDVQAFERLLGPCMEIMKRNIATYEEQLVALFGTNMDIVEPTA
OPRM1-OPRD1 ag: agonists of human mu-delta opioid receptor heterodimerization; P35372+P41143; cells, OPRM1-OPRD1 heterodimerization, luminescence; activation, % at 9.3 µM; 0.3% of 340,000 active; AID 504326; in the data active means activation above about 18%;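 further: 0% = vehicle-treated cells and 100% = reference agonist; values of inactives mirror those of a sister screen read the other way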
MOR-DOR inv ag: inverse agonist of human OPRM1-OPRD1 heterodimerization | inhibition, % at 9.3 µM | cell-based MOR-DOR heterodimer luminescence, inverse agonism | AID 504357 | P35372+P41143 | 0.21% of 340,000 active; in the data active means inhibition above about 22%, passing the limit was not always enough;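 further: 0% = cells with DMSO and 100% = wells without cells with DMSO; values of inactives mirror those of a sister screen read the other way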
Pemphigus Ab inh: inhibitors of pemphigus antibody binding to human desmoglein-3; P32926; DSG3-coupled beads, scFv-anti-DSG3-GFP binding, flow cytometry; stronger effect = lower value; binding (percent of control), % at 10 µM; 0.48% of 310,000 active;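 active means binding more than 3 SD below its plate's average and above zero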;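 further: hits lower antibody fragment binding to DSG3; some compounds called inactive have numbers as strong as hits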
PKA-R1A act: PKA-R1A complex activation; activation, % at 11.4 µM; AID 504707; 0.083% of 340,000 active; P00514+P68181; PKA-R1A dissociation, Cy5-IP20 fluorescence polarization; scaled: DMSO 0%, 113 µM cGMP 100%;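 active means percent activation above the mean of all tested compounds plus 3 SD, cut at about 19% in these data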;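 further: higher means more PKAc released from R1A so a rise in polarization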
HTR5A inv ctr: counter-screen for OPRM1-OPRD1 inverse agonists: human HTR5A inverse agonism; HTR5A cell line, luminescence; inhibition, % at 9.3 µM; 0.083% of 340,000 active; AID 504634; in the data active means inhibition mostly above about 23%, no sharp cut-off; inactive means mostly below about 18%;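 further: 0% = cells with DMSO and 100% = no-cell wells with DMSO; some compounds called inactive have numbers as strong as hits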
DAGLB inh: blocks human DAGLB lipase activity; Q8NCG7; HEK293T DAGLB membrane lysate, EnzChek fluorogenic substrate; inhibition, % at 5.17 µM; 0.059% of 340,000 active; in the data active means inhibition above about 34%;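 further: 0% = enzyme with vehicle and 100% = wells lacking enzyme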
V-ATPase pHluor: regulators of yeast V-ATPase proton transport; S. cerevisiae, pHLuorin cytosolic pH fluorescence; response, % at 10 µM; 0.37% of 350,000 active; in the data active means response mostly above about 7.3%, no sharp cut-off; inactive means mostly below about 5.4%; further: actives read high; inactives centre near 0; some compounds called inactive have numbers as strong as hits; reference of the scale not given here
The depositor's hits bear a star; . = no result given.

Results follow in this order: DAGLB inh	PKA-R1A act	MOR-DOR inv ag	Arr AP2 block	HTR5A ag	Pemphigus Ab inh	PKA-R2B activ	OPRM1-OPRD1 ag	V-ATPase pHluor	HTR5A inv ctr
1) c1ccc([C@H]2CN3C(=N2)Sc2ccccc23)cc1
 : -10	1	-2	32	-2	96	7	0.3	1	-26
2) NC(=O)Nc1ccccc1C(=O)N1CCC(O)(c2ccc(Cl)cc2)CC1
 : -1	-10	14	15	1	118	6	-2.6	-5	-27
3) CCc1nnc(NC(=O)CCN(c2cc(C)cc(C)c2)S(=O)(=O)c2ccc(Cl)cc2)s1
 : -1	6	-32	4	-2	98	9	6.0	0	8
4) Cn1c(=O)c2cc(S(=O)(=O)Nc3ccc4c(c3)OCO4)ccc2n(C)c1=O
 : 2	-5	-9	0	9	106	-1	1.5	-2	-23
5) CCCC(c1nnnn1Cc1ccc2c(c1)OCO2)N1CCC(C(N)=O)CC1 (configuration not stated)
 : 2	-12	-8	-16	1	104	-11	1.4	-2	-3
6) N#Cc1c(-c2ccc(Cl)cc2)c2c([nH]c1=S)CCCC2
 : -1	-4	-2	43	-1	96	7	0.3	2	2
7) COc1ccc(C(=O)Nc2ccc3nc(N4CCCCC4)cc(C)c3c2)cc1OC
 : 0	-2	2	-4	3	115	0	-0.3	2	-8
8) COc1ccc(CC(NC(C)=O)C(=O)NC2CCN(S(=O)(=O)c3cccc4ccccc34)CC2)cc1OC (configuration not stated)
 : 1	-11	-5	-11	-3	99	-2	0.8	-1	7
9) O=C(CN1CCN(c2ccc(F)cc2)CC1)NCc1ccc(F)cc1
 : 0	-6	7	1	-3	95	0	-1.1	0	10
10) Cc1ccc(NC(=O)CSCC(=O)Nc2cccc3ncccc23)cc1
 : 2	0	6	1	0	117	-7	-0.9	-4	-3
11) CC(C)(C)C1CCC(OC(=O)c2ccncc2)CC1 (configuration not stated)
 : 0	-7	15	42	-5	107	-1	-2.6	-2	4
12) CCCSC1=C(C#N)C(c2cccnc2)C(C(=O)OCC)=C(c2ccccc2)N1 (configuration not stated)
 : 1	1	8	5	-2	109	4	-1.8	2	2
13) CCN(CC(=O)Nc1ccc(NC(C)=O)cc1)C(=O)/C=C/c1cn(Cc2ccccc2)nc1-c1cccnc1
 : -1	-10	4	-3	1	111	-22	-0.6	0	-4
14) COc1cc2c(cc1OC)[C@H](C)N(C(=O)NCc1ccccc1)CC2
 : -3	-1	1	41	-2	95	5	-0.2	2	7
15) CCOC(=O)C1CCN(C(=O)COc2ccc(S(=O)(=O)N3CCOCC3)cc2C)CC1
 : 1	-9	4	-5	2	95	4	-0.6	0	-5
16) Cc1ccc(NC(=O)CCN2C(=O)CSC2=O)c(C)c1
 : 3	1	16	-5	6	111	2	-2.8	2	-17
17) O=C1c2ccccc2NC(c2ccc3c(c2)OCO3)N1O (configuration not stated)
 : 2	0	-10	15	-1	109	2	1.7	0	-7
18) Cc1cccc(Nc2nc(N)c([N+](=O)[O-])c(N3CCOCC3)n2)c1
 : -1	-6	7	9	3	100	7	-1.3	-5	-8
19) Cc1ccc(-c2nc(=S)c3c(n2CC2CCCO2)CC(C)(C)OC3)cc1 (configuration not stated)
 : 1	2	15	3	2	103	-11	-2.9	-2	-9
20) CC(=O)Nc1ccc(Oc2ccc3nc(C)[nH]c3c2)cc1
 : 1	0	9	-6	6	111	3	-2.2	0	-3

Overlap with the part before: five compounds, then new ones.
Results follow in this order: DAGLB inh	PKA-R1A act	MOR-DOR inv ag	Arr AP2 block	HTR5A ag	Pemphigus Ab inh	PKA-R2B activ	OPRM1-OPRD1 ag	V-ATPase pHluor	HTR5A inv ctr
16) Cc1ccc(NC(=O)CCN2C(=O)CSC2=O)c(C)c1
 : 3	1	16	-5	6	111	2	-2.8	2	-17
17) O=C1c2ccccc2NC(c2ccc3c(c2)OCO3)N1O (configuration not stated)
 : 2	0	-10	15	-1	109	2	1.7	0	-7
18) Cc1cccc(Nc2nc(N)c([N+](=O)[O-])c(N3CCOCC3)n2)c1
 : -1	-6	7	9	3	100	7	-1.3	-5	-8
19) Cc1ccc(-c2nc(=S)c3c(n2CC2CCCO2)CC(C)(C)OC3)cc1 (configuration not stated)
 : 1	2	15	3	2	103	-11	-2.9	-2	-9
20) CC(=O)Nc1ccc(Oc2ccc3nc(C)[nH]c3c2)cc1
 : 1	0	9	-6	6	111	3	-2.2	0	-3
21) Cc1[nH]c2ccccc2c1C1C(c2ccccc2)=NN=C(C(C)C)N1O (configuration not stated)
 : 0	11	4	16	-2	.	1	-0.8	0	6
22) COC(=O)CSc1ncnc2scc(-c3ccccc3)c12
 : -3	0	-12	-5	0	89	0	2.3	4	-1
23) O=C(Cc1ccccc1)NNC1CC(=O)N(c2ccc(Oc3ccccc3)cc2)C1=O (configuration not stated)
 : 0	0	10	-1	-1	105	0	-1.9	-1	1
24) CC(=O)Nc1ccc(S(=O)(=O)N2CCN(C(=O)c3ncoc3-c3cccc(F)c3)CC2)cc1
 : -1	-7	-20	6	6	119	-10	2.5	2	-17
25) COc1ccc(CNC(=O)CN(C(=O)c2csnn2)c2cccc(C(C)=O)c2)cc1
 : 2	3	5	-3	5	110	-4	-0.7	7	7
26) O=C(NC(Cc1ccccc1)C(=O)O)/C(=C/c1ccc(Cl)cc1)NC(=O)c1ccccc1 (configuration not stated)
 : 0	-1	-5	9	-3	98	-11	0.7	-4	8
27) CCOc1ccc(OCCCC(=O)N(CC)CC(=O)Nc2c(F)cccc2F)cc1
 : 1	-2	8	-10	-2	98	-1	-1.6	4	8
28) O=C(CN1CCN(c2ccccc2F)CC1)N1N=CCC1c1ccccc1 (configuration not stated)
 : 4	-6	-16	4	0	106	-6	2.2	5	0
29) O=C(c1ccc(Sc2ccc(F)cc2)c([N+](=O)[O-])c1)N1CCOCC1
 : 0	2	1	-1	-3	115	-4	-0.3	0	6
30) O=C(CSc1nc(-c2ccccc2)cc(=O)[nH]1)Nc1ccccc1F
 : 2	1	6	14	-2	95	-3	-1.4	-2	5
31) Fc1ccc(/C=N/Nc2nccnc2Cl)cc1
 : 1	-10	1	14	1	101	1	-0.1	-4	-3
32) O=C(CSc1nc(C2CCCCC2)nc2ccccc12)NCc1ccc2c(c1)OCO2
 : -2	-8	1	7	-2	94	-1	-0.1	1	7
33) CN(C)C(=O)c1cn(-c2ccccc2)nc1-c1cccs1
 : 2	5	-2	9	3	100	-3	0.3	0	-6
34) O=C(CCN1CCN(c2ccccc2F)CC1)Nc1cccc(F)c1
 : -6	-10	-4	5	2	105	5	0.8	-1	-7
35) COCCNc1nc(-c2cc3ccccc3o2)cs1
 : -1	-11	3	-6	7	95	-4	-0.4	-3	13
36) CN(C)c1ccc(CNn2cnnc2SCc2ccc(F)cc2)cc1
 : 2	1	2	-7	0	107	0	-0.5	-1	-17
37) c1csc(-c2noc(CN3CCc4sccc4C3)n2)c1
 : -1	15	3	0	0	106	2	-0.5	5	11
38) CCN(CC)c1ccc(-c2nnc(SCC(=O)Nc3ccccc3C#N)n2-c2ccccc2)cc1
 : 4	-8	5	2	15	104	4	-1.0	3	-42
39) Cc1cc(C)n(C(=O)c2ccc([N+](=O)[O-])cc2[N+](=O)[O-])n1
 : 1	-9	-22	-3	2	100	4	4.3	-2	-6
40) Cc1ccc(NCC(O)C(O)C(O)CO)cc1C (configuration not stated)
 : -4	-5	3	10	-3	98	-4	-0.6	3	13
41) O=C(O)C1CC(=O)N(Cc2ccc3c(c2)OCO3)C1 (configuration not stated)
 : -3	-8	7	29	-2	88	-5	-1.4	0	-33
42) Cc1cc(C(=O)N/N=C/c2c(C)[nH]n(-c3ccccc3)c2=O)n[nH]1
 : 1	-7	8	-1	-5	110	-13	-1.4	10	12
43) CCCCCC1CC1C(=O)N/N=C/c1ccc(N(C)C)cc1 (configuration not stated)
 : 4	-4	-47	-7	-1	103	-2	8.7	-1	-14
44) O=C(CN1C(=O)CNC1=O)Nc1cccc(C(F)(F)F)c1
 : -5	-6	9	10	-2	94	-5	-1.8	-1	-2
45) O=C(O)CCC(=O)NNC(=O)c1ccc(Br)cc1
 : -1	-8	11	.	-3	100	-8	-2.2	-1	13
46) CCS(=O)(=O)Nc1ccc(-c2nnc(SCC(=O)OC)o2)cc1
 : 0	-6	6	7	-1	104	-1	-1.4	0	7
47) O=C(COC(=O)CCOc1ccccc1)Nc1ncc(Cl)cc1Cl
 : 0	-3	4	3	-1	98	-10	-0.8	0	3
48) COc1ccc(-n2c(O)c(/C=N/Nc3nc(C)cc(C)n3)c3ccccc3c2=O)cc1OC
 : 3	-3	9	-23	3	104	-10	-1.7	1	-8
49) CN1CCN(c2nc(N3CCN(c4ccccc4)CC3)ncc2F)CC1
 : -2	-4	-28	8	0	98	1	4.6	5	-1
50) N#CCCN(CCC#N)c1nnc(-c2ccccc2)s1
 : 1	-1	5	6	3	104	-12	-0.9	-1	6
51) CCCCCCCC[n+]1cccc2c3ccccc3ccc21
 : 2	2	11	-13	1	98	-7	-2.1	1	-4
52) O=C(NCC(c1ccc(F)cc1)N1CCOCC1)c1ccc(OCc2ccccc2)cc1 (configuration not stated)
 : 2	0	-3	4	1	101	7	0.6	-2	-5
53) O=c1c2ccccc2nc(SCc2ccccc2)n1CC1CCCO1 (configuration not stated)
 : -3	-5	-13	-4	1	105	0	2.4	0	-4
54) CN(C)C(=O)c1nnsc1Sc1ccc(Cl)cc1
 : -3	-7	12	13	2	107	4	-2.0	5	-6
55) CN(CCCN1CCOCC1)Cc1cn(C)nc1-c1ccccc1F
 : -2	6	7	-12	3	101	-3	-1.4	-3	-8
56) NC(=S)NN=Cc1ccc(-c2ccc(S(=O)(=O)Nc3ncccn3)cc2)o1
 : 1	-4	10	4	-5	.	1	-2.0	3	18
57) COc1ccccc1CNC(=O)COC(=O)c1ccc(C(=O)c2ccccc2)cc1
 : -7	7	9	2	1	99	0	-1.8	0	-3
58) COc1cc(C)ccc1OCc1cc(C(=O)N2CCC(c3ccc(F)cc3)C2)no1 (configuration not stated)
 : -1	0	-6	36	-1	108	8	1.2	4	6
59) CC(C)(C)C(=O)N1CCC2CC1c1cc(Cl)ccc12 (configuration not stated)
 : -3	5	-12	12	-4	94	-5	2.5	-5	15
60) Cc1ccc(-c2cc(C(=O)NCc3ccccn3)c3ccccc3n2)cc1C
 : -2	-4	-12	11	6	107	1	2.1	-4	0
61) CN(Cc1nccn1C)C(=O)CC1C(=O)NCCN1Cc1cccc(Oc2ccccc2)c1 (configuration not stated)
 : 0	7	2	-3	-2	101	4	-0.2	2	6
62) COC(=O)c1ccc(C2/C(=C(/O)c3ccc4c(c3)CC(C)O4)C(=O)C(=O)N2CCN2CCOCC2)cc1 (configuration not stated)
 : 7	-2	11	41	-3	101	2	-2.2	0	12
63) O=C(CC1(O)C(=O)N(Cc2ccccc2)c2ccccc21)c1ccc2c(c1)OCO2 (configuration not stated)
 : 3	0	9	12	1	102	-2	-1.8	-4	13
64) CN1CCN(C(=O)C2(NC(=O)NCc3ccccc3)CCCCC2)CC1
 : -4	-6	0	24	-5	98	-4	0.0	0	14
